High-throughput results: PubChem, several laboratories
GPR55 activation: GPR55 agonists via beta-arrestin recruitment, primary screen, imaging, U2OS cells, beta-arrestin-GFP redistribution (AID 1961) | activation, % at 10 µM, or EC50 in µM where a hit was titrated | G-protein coupled receptor 55 (Homo sapiens) | U2OS GPR55 beta-arrestin-GFP redistribution imaging; higher % means a stronger effect | 0.048% of 290,000 active;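 active = activation above 40% with more than 50 cells counted in the well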;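 also: U2OS osteosarcoma cells stably expressing GPR55 and beta-arrestin-GFP; plate controls were DMSO negative control for no effect and LPI positive control for full effect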
KOR beta-arrestin-1: KOR agonists, beta-arrestin recruitment, primary screen, cell-based, luminescence, uHTS (AID 1777); Kappa-type opioid receptor (Homo sapiens); KOR beta-arrestin recruitment, luminescence; higher % means a stronger effect; activation, % at 10 µM; hits with a dose series show EC50 in µM; 0.02% of 280,000 active; in the data active = activation above about 50%, passing the limit was not always enough; also: a part of the inactive calls stands beside numbers as strong as those of hits
ER stress rescue: rescue of cells from ER stress-induced death, primary screen, 384-well, CSM14.1, thapsigargin, ATP luminescence (AID 1222). 190,000 tested, under 10 active. CSM14.1 thapsigargin-induced death rescue, ATP luminescence; higher % means a stronger effect. cellular ATP content (survival), % at 20 µM; hits with a dose series show EC50 in µM;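 active = EC50 below 50 µM in the dose-response confirmation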;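 also: death triggered by thapsigargin at about 15 µM added after 2 h compound pretreatment; cell ATP read after overnight thapsigargin exposure of roughly 18 to 22 hours; normalized against plate controls of thapsigargin alone and 5% DMSO vehicle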
NOD1 inhibition: NOD1 signaling inhibitors, primary screen, cell-based, luminescence, uHTS (AID 1578). NOD1-driven NF-kB luciferase reporter cells, luminescence; higher % means a stronger effect. inhibition, % at 4 µM, or EC50 in µM where a hit was titrated. 1% of 290,000 active; in the data active = inhibition mostly above about 36%, no sharp cut-off; inactive = mostly below about 34%;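 also: HEK-293T reporter cells stimulated with the NOD1 agonist gamma-tri-DAP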
NOD2 inhibition: NOD2 signaling inhibitors, cell-based, luminescence, uHTS, HEK293 (AID 1566); HEK293 NOD2/NF-kB luciferase reporter, luminescence; higher % means a stronger effect; inhibition, % at 4 µM; hits with a dose series show EC50 in µM; 0.63% of 290,000 active; also: many of its hits are not listed in these tables
NTR1 agonist: agonists of NTR1, primary screen, imaging, U2OS cells, beta-arrestin-GFP, high content (AID 493036). Neurotensin receptor type 1 (Homo sapiens), P30989. NTR1-U2OS beta-arrestin-GFP spot imaging, agonist mode. activation, % at 20 µM. 0.17% of 330,000 active;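 active = activation at or above 40% of the spot to cytoplasm intensity ratio, with at least 20 cells analyzed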;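 also: 0% = DMSO without peptide and 100% = 100 nM NTR1 peptide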
Target sequence (P30989 whole entry, looked up): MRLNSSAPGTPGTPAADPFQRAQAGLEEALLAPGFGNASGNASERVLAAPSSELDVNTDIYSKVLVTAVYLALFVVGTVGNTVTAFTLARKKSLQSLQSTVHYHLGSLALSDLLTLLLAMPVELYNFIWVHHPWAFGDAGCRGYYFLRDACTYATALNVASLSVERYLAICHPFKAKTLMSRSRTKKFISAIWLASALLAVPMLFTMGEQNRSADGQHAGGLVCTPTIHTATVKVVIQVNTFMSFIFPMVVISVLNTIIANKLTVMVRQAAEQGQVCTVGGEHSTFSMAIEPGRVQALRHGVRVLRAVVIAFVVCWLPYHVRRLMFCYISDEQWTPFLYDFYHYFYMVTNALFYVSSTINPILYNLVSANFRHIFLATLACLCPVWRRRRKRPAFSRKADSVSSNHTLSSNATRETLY
KOR beta-arrestin-2: KOR antagonists, beta-arrestin recruitment, cell-based, luminescence, uHTS (AID 1778); Kappa-type opioid receptor (Homo sapiens); KOR beta-arrestin recruitment, luminescence, antagonist mode; higher % means a stronger effect; 0.091% of 290,000 active; inhibition, % at 10 µM; hits with a dose series show IC50 in µM; also: strong numbers were not always called active
TNAP activation fold: human TNAP enzyme activators, primary screen, biochemical, luminescent, no phosphate acceptor, uHTS (AID 1001) | Alkaline phosphatase, tissue-nonspecific isozyme (Homo sapiens) | purified TNAP, luminescent activation assay, no phosphate acceptor; higher activation fold means a stronger effect | one-dose activation fold at 20 µM; EC50 in µM for titrated hits | 0.03% of 200,000 active; in the data active = activation fold from about 3, or a potency from the dose series; inactive = the rest, 99 in 100 with activation fold below about 1.6; also: many of its hits are not listed in these tables
Yfh1-depleted yeast: enhancers of respiration in Yfh1-depleted yeast, dose response, Friedreich's ataxia, plus single-dose screen (AID 1465). S. cerevisiae Yfh1-off respiration, WST-1 reduction, 72 h; higher fold induction means a stronger effect. fold induction at 50 µM, or EC50 in µM where a hit was titrated. 0.074% of 220,000 active;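 active = fold induction of absorbance versus untreated yeast above a set limit, then at least 30% activation at any dose in follow-up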;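 also: activators that raise dye reduction in frataxin-depleted yeast; strong numbers were not always called active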
NTR1 agonist cell count 20 µM: also measured in NTR1 agonist; calls as there; cell count; measured here: cell count, cytotoxicity flag
Starred values were filed as active, the others as inactive; i = inactive; · = not tested or not shown; [ ] = remark or other dose. Rule as the data show it, unless noted: active = inhibition above about 50%; inactive = the rest. An excerpt; the hit share may differ from the screen's.

molecule	KOR beta-arrestin-1	NOD1 inhibition	GPR55 activation	KOR beta-arrestin-2	Yfh1-depleted yeast	NTR1 agonist cell count 20 µM	TNAP activation fold	NOD2 inhibition	ER stress rescue	NTR1 agonist
CC1=Nc2cc(C(=O)NCC3CCCO3)ccc2Sc2ccc(C)cc21 (configuration not stated)	9.4%	29%	-0.4%	-249%	·	50	·	16%	·	-0.5
Cn1c(CN2CCOCC2)nnc1SCC(=O)Nc1nccs1	-2.8%	-18%	-0.1%	6%	i	110	1.1	16%	·	-2.8
O=C(N/N=C/c1ccc(OC(=O)c2ccccc2Br)cc1)c1ccccn1	5.2%	-39%	-0.2%	-7%	·	67	·	-9%	·	3.5
Cc1ccccc1N1CCN(C2CCCN(C(=O)CCn3cnnn3)C2)CC1 (configuration not stated)	-1.8%	-15%	-0.1%	-15%	·	53	·	0%	·	0.1
COC(=O)C1CN(C(=O)COc2cccc(C)c2C)c2ccccc2O1 (configuration not stated)	-2.3%	1%	-0.2%	·	·	95	·	-14%	·	0.9
Cc1ccc(-c2nnn(CC(=O)NCCc3ccc4c(c3)OCO4)n2)o1	-4.3%	-1%	-0.2%	16%	i	89	1	-12%	3.5%	-2.4
Nc1nc(Nc2ccccc2F)nc(NCCO)c1[N+](=O)[O-]	0.6%	-9%	-0.2%	28%	i	36	·	14%	·	-0.3
Cn1c(=O)c2c(-c3ccccc3)n(Cc3ccccn3)cc2n(C)c1=O	-5.9%	-15%	-0.1%	-10%	i	67	1.1	4%	2.7%	-0.1
CCc1ccc(C(=O)NCc2cnn(C)c2)s1	1.9%	-30%	-0.1%	-23%	i	53	1.1	4%	-2.0%	-0.3
O=C(C1CCCO1)N1CCN(C(=S)Nc2ccc(Br)cc2)CC1 (configuration not stated)	-1.3%	-18%	0.2%	-28%	·	66	·	8%	·	0.4
C[C@@H](CN=[N+]=[N-])CN1CC[C@H](C(C)(C)C)CCC1=O	0.2%	-16%	0.0%	-8%[20 µM]	·	66	·	-1%	·	1.3
Cc1ccc(O)c(C(=O)c2cnc3onc(-c4ccc(F)cc4)c3c2)c1	-2.0%	4%	-0.3%	14%	i	46	1.1	19%	-2.0%	3.9
O=C1C=C(NCc2ccccc2)C2(CCCCC2)O1	-2.8%	-12%	-0.1%	-22%	i	79	1.1	4%	2.5%	1.8
O=S(=O)(N/N=C/c1cn(Cc2ccccc2)c2ccccc12)c1ccccc1	0.0%	·	-0.2%	1%	i	83	1.1	-2%	-0.5%	7.1
Cc1c(C)n(C(=O)CSc2ncn[nH]2)c2ccccc12	1.3%	8%	-0.1%	-13%	i	47	0.9	0%	-0.7%	1.2

The closing 2 compounds of the section before lead into the next.
molecule	KOR beta-arrestin-1	NOD1 inhibition	GPR55 activation	KOR beta-arrestin-2	Yfh1-depleted yeast	NTR1 agonist cell count 20 µM	TNAP activation fold	NOD2 inhibition	ER stress rescue	NTR1 agonist
O=S(=O)(N/N=C/c1cn(Cc2ccccc2)c2ccccc12)c1ccccc1	0.0%	·	-0.2%	1%	i	83	1.1	-2%	-0.5%	7.1
Cc1c(C)n(C(=O)CSc2ncn[nH]2)c2ccccc12	1.3%	8%	-0.1%	-13%	i	47	0.9	0%	-0.7%	1.2
O=C1c2ccccc2S(=O)(=O)N1Cc1nc2ccccc2s1	0.1%	·	-0.2%	-24%	i	34	1.1	·	-3.4%	-0.8
CC1CCc2c(sc(NC(=O)CCCn3cnc([N+](=O)[O-])n3)c2C(N)=O)C1 (configuration not stated)	-1.3%	-19%	0.6%	34%	i	69	1.1	19%	0.1%	2.8
CCOc1ccc(N(CC(=O)N2CCCC2)S(=O)(=O)c2ccc(F)cc2)cc1	-0.8%	-36%	-0.1%	13%	·	52	·	-6%	·	1.0
O=c1c(-c2cccc3ccccc23)[n+]([O-])c2ccccc2n1O	1.5%	-26%	0.0%	-11%	i	48	1.1	-9%	-1.1%	0.7
CC(OC(=O)C1CC1)C(=O)Nc1cc(C(F)(F)F)ccc1Cl (configuration not stated)	1.2%	-37%	0.4%	21%	i	31	1.1	3%	-0.3%	-0.9
COc1ccc(C(c2nnnn2Cc2ccccc2)N2CCN(C(=O)c3ccco3)CC2)cc1 (configuration not stated)	-5.2%	10%	-0.1%	-4%	i	64	1.1	22%	1.2%	-0.4
COc1cc(CN2CCC(C(=O)N3CCC(C)CC3)CC2)cc(Br)c1O	-1.5%	-13%	-0.1%	-14%	i	59	1.1	-5%	-0.4%	-2.0
O=C(Nc1cc([N+](=O)[O-])ccc1C(=O)Nc1cccnc1)c1ccccc1	-1.3%	-23%	-0.2%	-2%	·	55	·	23%	·	0.5
CCCCOc1ccc(/C=C/C2=CC(C)(C)NC(=S)N2)cc1OCC	-4.2%	3%	-0.2%	-6%	i	84	1	16%	-0.9%	4.0
CCCCC(CC)C(=O)NCc1ccccc1OC (configuration not stated)	-6.7%	11%	-0.1%	-6%	i	72	0.9	-3%	0.4%	0.9
CCN(CC)CC#CCC1(O)c2ccccc2-c2ccccc21	-0.1%	2%	-0.1%	-12%	i	44	1	2%	-0.6%	0.4
O=C(CSc1cc(Cl)ccc1Cl)NC1CCCc2ccccc21 (configuration not stated)	2.7%	-24%	-0.1%	-59%	i	77	1.1	2%	-1.5%	0.4
Cc1ccc(S(=O)(=O)Cc2ccc(C(=O)N3CCCCCC3)o2)cc1	-0.2%	20%	-0.2%	-32%	i	50	1.2	17%	-0.3%	3.3
CC(C)(C)c1nnc2cccc(Cl)n12	-3.7%	-39%	-0.3%	28%	i	42	1	-1%	-0.3%	-0.3
CCOC(=O)c1c(-c2ccccc2)csc1NC(=O)c1cc2ccccc2oc1=O	7.9%	-2%	-0.1%	3%	i	72	0.9	39%	1.9%	0.0
O=C(Cc1ccccc1)Nc1nc2ccccc2s1	0.5%	-52%	-0.4%	-3%	i	56	1.1	-39%	-3.1%	-1.6
CC(C)N(Cc1ccccc1)C(=S)NC1CCCCC1	-9.5%	-19%	-0.2%	-2%	i	59	1.2	7%	-1.0%	-0.2
O=C(CN1CCC(C(=O)c2ccc(F)cc2)CC1)NCc1ccccc1F	-1.3%	14%	0.1%	5%	·	39	·	19%	·	3.2
NC(=O)C1CCN(c2oc(/C=C/c3ccc(F)cc3)nc2S(=O)(=O)c2ccccc2)CC1	-5.0%	19%	-0.2%	1%	·	72	·	5%	·	2.5
CCOC(=O)/C(=N/Nc1ccc(OC)cc1)N1CCCc2ccccc21	-2.0%	-10%	1.0%	17%	i	57	·	-20%	·	1.4
Cc1ccc(-c2cc([C@H]3[C@@H]4C=CCC[C@@]4(C)C(=O)N3Cc3ccccc3)ccc2F)cc1	1.4%	0%	-0.1%	22%	i	91	·	7%	·	-2.6
CCc1cccc(N(C(=O)c2csnn2)C(C(=O)NC(C)(C)C)c2ccccn2)c1 (configuration not stated)	·	12%	-0.2%	-26%[20 µM]	i	33	1.1	-7%	2.8%	-0.7
O=C(COC(=O)Cc1ccccc1F)Nc1ccc(Cl)cn1	-3.0%	-24%	0.1%	24%	i	50	1.1	-7%	1.4%	-0.3
Cn1cnnc1SCC(=O)Nc1ccc(S(=O)(=O)N2CCCC2)cc1	2.3%	-16%	0.0%	5%	i	59	1.1	7%	2.8%	0.8
COc1ccc(-c2nc(CN3CCN(c4ccccc4OC)CC3)c(C)o2)cc1	-5.8%	-31%	0.2%	-36%[20 µM]	i	25	1.1	2%	1.5%	-0.9
O=C(N/N=C/C=C/c1ccccc1)C1CC1(c1ccccc1)c1ccccc1 (configuration not stated)	1.2%	-93%	0.2%	19%	i	39	1	-74%	-0.6%	4.9
CCn1nc(C)c(CNC(=O)C2CCC(=O)N(CCc3ccc(Cl)cc3)C2)c1C (configuration not stated)	-2.9%	-22%	0.0%	-4%	·	78	·	9%	·	-0.5
Cc1ccc(NC(=O)COC(=O)CNC(=O)c2ccc(C)s2)cc1	-0.3%	-31%	1.2%	11%	i	45	1.1	4%	-0.6%	1.0
O=[N+]([O-])c1ccc(N2CCN(Cc3ccncc3)CC2)cc1	-3.7%	-17%	-0.2%	-7%	·	55	·	8%	·	-1.1
CC1(C)Cc2c(sc(NC(=O)COc3ccc(Cl)cc3)c2C(N)=O)C(C)(C)N1	8.3%	-14%	-0.1%	-40%	·	70	·	14%	·	1.0
O=c1c2ccccc2nc2c3ccccc3c(Cl)nn12	·	-12%	0.2%	-4%[20 µM]	i	·	1.1	21%	-0.2%	·
C=CCN(c1ccccc1C(=O)O)S(=O)(=O)c1ccc(C)cc1	·	-27%	0.5%	-64%[20 µM]	i	33	1	13%	-1.5%	-0.5
CCOC(=O)C1CN(S(=O)(=O)c2ccc(OC)cc2)c2cc(Cl)ccc2O1 (configuration not stated)	-1.2%	-8%	0.0%	-21%	·	86	·	-2%	·	3.3
COc1cccc(NC(=O)CCN2C(=O)C3CC=CCC3C2=O)c1 (configuration not stated)	4.5%	-29%	-0.1%	-13%	·	56	·	-19%	·	0.1
O=C1CC(c2cccs2)c2ccc3ccccc3c2N1 (configuration not stated)	3.0%	-34%	0.9%	-19%	i	54	1.1	-16%	·	1.5
CCOC(=O)c1ccc(Cl)c(NC(=O)c2cccnc2)c1	1.5%	14%	-0.1%	-5%[20 µM]	i	53	1.1	15%	-1.5%	-0.3
CN(C)N1C(N)=C(C#N)C(c2ccc3c(c2)OCO3)C2=C1CC(C)(C)CC2=O (configuration not stated)	2.1%	-11%	-0.2%	-10%	·	97	·	-5%	·	-1.0
Cc1ccc(Cl)cc1N1CCN(C(=O)c2ccc(CS(=O)Cc3ccc(Cl)cc3)o2)CC1 (configuration not stated)	-3.2%	14%	-0.1%	-4%	·	61	·	33%	·	9.2
S=c1[nH]nc(Cc2ccc(Cl)cc2)o1	-1.2%	4%	-0.1%	18%	i	59	·	15%	·	0.1
O=C(O)c1ccoc1CN1CCCCC1	4.1%	-20%	0.1%	17%	i	65	1.1	20%	-0.4%	-0.1
CSc1ccc(-c2nnn(CC(=O)NCc3ccccc3)n2)cc1	6.7%	18%	-0.2%	-73%	i	41	1	-7%	-1.7%	2.0
COc1cccc(CN2CCC(n3nccc3NC(=O)CCCc3ccccc3)CC2)c1	8.0%	-16%	0.0%	-6%	·	58	·	6%	·	1.0
CC(C)(C)c1cc(CCC(=O)NCc2cccnc2)cc(C(C)(C)C)c1O	4.1%	-5%	0.0%	-4%	·	66	·	5%	·	1.9
